Screening data from PubChem BioAssay.
bovine MsrA act = activates bovine MsrA enzyme; purified bovine MsrA, absorbance read-out; activation, % at 10.6 µM; actives 0.3% (n = 360,000); AID 602163; in the data active means activation above about 7.5%;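 further: 0% = vehicle and 100% = reference activator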
E coli Lon inh = inhibitors of E. coli Lon protease; P0A9M0; purified E. coli Lon protease, fluorescence polarization; inhibition, % at 7.94 µM; actives 0.42% (n = 360,000); in the data active means inhibition above about 13%, passing the limit was not always enough;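 further: 0% = enzyme with probe and DMSO and 100% = no enzyme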
PABP1 MLLE inh = inhibitors of microRNA-mediated deadenylation, human PABP1 MLLE binding. P11940. GST-MLLE / FITC-PAM2 fluorescence polarization. inhibition, % at 20 µM. actives 0.36% (n = 360,000). AID 588489; in the data active means inhibition above about 35%, passing the limit was not always enough;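 further: plate controls were DMSO wells with GST-MLLE for no effect and wells lacking GST-MLLE protein for full effect; some results filed as inactive read as strong as hits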
FAS-TE inh = inhibitors of human fatty acid synthase thioesterase domain; P49327; recombinant FAS-TE, OMFH fluorogenic substrate, fluorescence endpoint; inhibition, % at 15 µM; actives 0.67% (n = 360,000);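 active means compounds whose normalised, plate-corrected inhibition of enzyme fluorescence in the single-dose primary screen is 50% or more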;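 further: 0% = DMSO with enzyme and 100% = substrate without enzyme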
MT1-MMP act inh = blocks activation of human MT1-MMP; GFP/RFP ratio change, % at 20 µM; P50281; HT1080 RFP-PRO-GFP cells, GFP/RFP ratio fluorescence, overnight; percent of plate control window, DMSO zero; actives 0.061% (n = 360,000);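 active means GFP/RFP ratio change of at least 30% with cell ATP level not reduced by more than half and red fluorescence within 50% of control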; further: strong numbers were not always called active
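Assay system: RFP-PRO-GFP reporter HT1080 cells; read-out basis: GFP/RFP fluorescence ratio; benchmarks: DMSO wells and RFP-L50D-GFP cells; doses: 20 µM single dose, 1% DMSO; schedule: overnight cell settling, then overnight compound exposure, 37 °C, 5% CO2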
SKN-1 block = C. elegans SKN-1 inhibition | actives 0.49% (n = 360,000) | C. elegans VP596 Pgst-4::GFP/RFP ratio, acrylamide-induced, 24 h | inhibition, % at 21.8 µM;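 active means interference check ratio from 0.5 to 1.5 plus GFP to RFP signal ratio inhibition reaching or exceeding a fixed threshold, cut at about 30% in these data, passing the limit was not always enough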; further: some compounds called inactive have numbers as strong as hits
MsrA inh = inhibits bovine methionine sulfoxide reductase A; purified bovine MsrA, absorbance read-out; inhibition, % at 15.5 µM; actives 0.75% (n = 360,000); AID 651718; in the data active means inhibition above about 4.5%;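 further: 0% = vehicle wells with enzyme and 100% = reference inhibitor wells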
Tb MetRS inh = blocks T. brucei methionyl-tRNA synthetase activity; AID 624268; actives 0.4% (n = 360,000); purified T. brucei MetRS, ATP depletion, Kinase-Glo luminescence; inhibition, % at 11.9 µM;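 active means inhibition above a per-plate cutoff of the control wells' mean inhibition plus 3 SD, cut at about 5.5% in these data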;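 further: 0% = DMSO wells median and 100% = median of wells with control inhibitor compound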
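technique = Kinase-Glo luminescence, ATP depletion format | system = purified MetRS (methionyl-tRNA synthetase) enzyme from Trypanosoma brucei | timing = 15 min preincubation, 2 h reaction, all 25 °C | evaluation = percent inhibition versus plate control medians | dosing = single dose, 11.9 µM final nominal, 0.9% final DMSO | also added = substrates ATP, L-methionine and bulk Escherichia coli tRNA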
CendR NRP1 mod = modulators of CendR peptide binding to human neuropilin-1 | O14786 | FAM-RPARPAR peptide binding to NRP-1, fluorescence polarization | inhibition, % at 25 µM | actives 0.85% (n = 360,000);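 active means inhibition or corrected inhibition above about 18%, plus a signal ratio from 0.5 to 1.5, limit read from the data, passing the limit was not always enough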; further: strong numbers were not always called active
Target sequence (O14786 whole entry, looked up): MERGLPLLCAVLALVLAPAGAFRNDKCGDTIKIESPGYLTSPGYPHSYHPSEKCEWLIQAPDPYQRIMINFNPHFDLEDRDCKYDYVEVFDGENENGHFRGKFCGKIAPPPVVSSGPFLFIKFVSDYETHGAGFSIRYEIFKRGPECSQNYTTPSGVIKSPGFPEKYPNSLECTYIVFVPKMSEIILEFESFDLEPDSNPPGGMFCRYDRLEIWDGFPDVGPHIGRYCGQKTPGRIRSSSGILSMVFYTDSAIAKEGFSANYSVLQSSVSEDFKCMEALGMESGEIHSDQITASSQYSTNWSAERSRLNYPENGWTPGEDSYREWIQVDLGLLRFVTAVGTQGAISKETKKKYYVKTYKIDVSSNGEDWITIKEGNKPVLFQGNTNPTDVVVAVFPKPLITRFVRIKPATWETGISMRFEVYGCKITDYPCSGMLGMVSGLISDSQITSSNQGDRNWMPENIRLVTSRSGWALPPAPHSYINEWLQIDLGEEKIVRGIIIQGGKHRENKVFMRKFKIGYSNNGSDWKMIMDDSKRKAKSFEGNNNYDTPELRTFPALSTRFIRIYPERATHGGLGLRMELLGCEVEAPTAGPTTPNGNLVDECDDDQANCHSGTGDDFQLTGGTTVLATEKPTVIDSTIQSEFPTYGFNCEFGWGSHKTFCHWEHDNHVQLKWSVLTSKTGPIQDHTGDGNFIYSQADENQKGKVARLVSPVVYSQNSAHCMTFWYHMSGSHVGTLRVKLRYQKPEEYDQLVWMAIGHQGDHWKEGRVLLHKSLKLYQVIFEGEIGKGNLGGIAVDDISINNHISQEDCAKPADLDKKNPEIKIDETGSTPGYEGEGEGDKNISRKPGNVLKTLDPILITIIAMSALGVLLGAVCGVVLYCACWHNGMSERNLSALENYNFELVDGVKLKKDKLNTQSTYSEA
An asterisk follows results filed as active; . = no result given. The order is random; about 4% have a hit in one of these screens.

SMILES	bovine MsrA act	E coli Lon inh	PABP1 MLLE inh	FAS-TE inh	MT1-MMP act inh	SKN-1 block	MsrA inh	Tb MetRS inh	CendR NRP1 mod
O=C(COc1ccccc1Cl)NCCNC(=O)c1ccccn1	-1	2	-8	-2	-1	4	-0.2	-0.4	7
N#C/C(=C(/O)COC(=O)COc1ccc(Cl)cc1)c1nc2ccccc2[nH]1	-4	-67	-56	-7	-19	-5	1.1	1.1	-91
CC(C)OC(=O)Nc1ccc2c(c1)N(C(=O)CCN1CCOCC1)c1ccccc1CC2	-2	5	-7	-1	-10	6	-0.6	-0.6	-6
N#CCC(=O)Nc1ccc(C(=O)OCC(=O)c2ccc3c(c2)OCO3)cc1	-6	-4	1	-3	-5	-15	0.1	-0.5	-5
Cc1nc2cc(Cl)ccc2c(=O)n1Cc1ccncc1	0	-3	-3	-3	1	11	0.4	-0.3	-2
CCCCCCCCCc1nc2sc3c(c2c(=O)n1NC(=O)c1ccc([N+](=O)[O-])cc1)CC(C)(C)OC3	2	2	-12	36	-2	0	0.0	0.1	8
Cn1c(CO)cnc1SCC(=O)c1ccc(Cl)cc1	-13	-3	-6	-3	0	1	1.0	-0.5	3
O=C(OCCCCN1C(=O)c2ccccc2C1=O)c1n[nH]c2ccccc12	-4	0	-4	-17	6	20	0.4	-1.3	-13
c1ccc(N2CCCCC2)c(Nc2nc3ccccc3n3cnnc23)c1	-3	-16	-6	28	-3	4	1.8	0.0	-14
COc1ccc(NC(=S)NC(NC(=O)c2cccc3ccccc23)C(Cl)(Cl)Cl)c([N+](=O)[O-])c1 (stereo unspecified)	-3	-3	32	21	4	7	0.2	-0.4	0
CCCCNC(=S)NNC(=O)c1csc(C)c1CC	-4	-8	-43	-14	1	-1	0.0	0.4	-5
NNC(=O)c1oc2nc(-c3ccccc3)cc(-c3ccco3)c2c1N	-2	-34	-41	2	-53	-1	0.8	-0.1	-19

An excerpt from above in order of number of heavy atoms, lowest first.
SMILES	bovine MsrA act	E coli Lon inh	PABP1 MLLE inh	FAS-TE inh	MT1-MMP act inh	SKN-1 block	MsrA inh	Tb MetRS inh	CendR NRP1 mod
Cc1nc2cc(Cl)ccc2c(=O)n1Cc1ccncc1	0	-3	-3	-3	1	11	0.4	-0.3	-2
c1ccc(N2CCCCC2)c(Nc2nc3ccccc3n3cnnc23)c1	-3	-16	-6	28	-3	4	1.8	0.0	-14
N#C/C(=C(/O)COC(=O)COc1ccc(Cl)cc1)c1nc2ccccc2[nH]1	-4	-67	-56	-7	-19	-5	1.1	1.1	-91
COc1ccc(NC(=S)NC(NC(=O)c2cccc3ccccc23)C(Cl)(Cl)Cl)c([N+](=O)[O-])c1 (stereo unspecified)	-3	-3	32	21	4	7	0.2	-0.4	0

Following part:
SMILES	bovine MsrA act	E coli Lon inh	PABP1 MLLE inh	FAS-TE inh	MT1-MMP act inh	SKN-1 block	MsrA inh	Tb MetRS inh	CendR NRP1 mod
Cc1occc1C(=O)N1CCCC(N2CCN(c3cccc(Cl)c3)CC2)C1 (stereo unspecified)	-4	-3	10	0	1	-5	-0.2	-0.6	15
Nn1c(COc2ccccc2F)nnc1SCC(=O)NC1CCS(=O)(=O)C1 (stereo unspecified)	-1	0	-6	-10	1	5	-0.8	-0.1	-8
Cc1ccccc1S(=O)(=O)Cc1ccc(C(=O)NCCN(Cc2ccccc2)C(C)C)o1	-2	-1	-5	0	3	22	0.3	-0.1	1
O=C(OC(C(=O)NCc1ccco1)C(OC(=O)c1ccccc1)C(=O)NCc1ccco1)c1ccccc1 (stereo unspecified)	-12	-3	-16	-12	-3	5	-0.1	-1.7	-2
COc1ccc(OC)c(NC(=O)C(CC(C)C)NC(=O)C2CCCCC2)c1 (stereo unspecified)	0	-8	-2	7	3	-17	0.2	-0.6	-8
N=c1c2c(ncn1CCCO)Oc1cc(O)ccc1C2c1ccccc1 (stereo unspecified)	-2	0	-12	-7	-2	7	-0.1	-0.1	-13
O=C(NCCN1CCOCC1)c1cc(-c2cccs2)on1	-4	0	3	-6	13	-12	0.4	-0.1	4
C=Cn1cc[n+](CC(=O)c2ccc(Br)cc2)c1	-2	-11	-1	-5	-1	-5	-1.2	-0.4	4
CCOC(=O)C1CCCN(S(=O)(=O)c2c(C(=O)N3CCCCC3)c(C)n(C)c2C)C1 (stereo unspecified)	-2	8	-10	-2	-1	0	-1.1	-0.5	14
COc1ccc(OC)c(NC(=O)Nc2ccc(O)c3ccccc23)c1	0	-7	18	4	0	13	-1.2	0.0	25*
CC(=O)c1ccc(OCCCC(=O)N2CCN(S(=O)(=O)c3ccc(C)cc3C)CC2)cc1	-5	-4	-11	5	6	-2	-0.1	-0.5	-6
Cc1cccnc1NC(=O)c1c(O)c2cccc3c2n(c1=O)CCC3	-5	2	7	2	7	8	0.2	-0.9	8
CC(C)(C)CN1CCN(Cc2c[nH]c3ccccc23)CC1CCO (stereo unspecified)	-2	-1	-4	-4	-1	-2	0.3	-0.1	-3
COc1cc(-n2c(=O)c3ccccc3n(CC(=O)OCc3ccccc3)c2=O)cc(OC)c1OC	-3	-3	11	2	5	1	0.5	0.0	-13
COC(=O)c1ccc(COc2ccc(/C=N/NC(N)=S)cc2)o1	-2	1	-34	-1	-5	3	1.7	4.4	4
O=C(CNC(=O)c1cccc(F)c1)OCC(=O)N1CCN(C(=O)c2ccco2)CC1	-4	-2	11	-6	0	12	-0.2	-0.6	-8
O=C(CCNC(=O)c1ccco1)Nc1ccc(OC(F)F)c(Cl)c1	-4	4	0	4	5	4	0.8	2.1	-3
CCOC(=O)c1ccc(NC(=O)c2nc[nH]c2C(=O)NC)cc1	2	-3	11	-6	2	24	-1.2	-0.3	-4
C[C@H](CO)N1C[C@H](C)[C@@H](CN(C)Cc2ccncc2)Oc2c(NS(=O)(=O)c3ccccc3)cccc2C1=O	-1	2	-2	-3	-6	-6	0.7	-0.1	9
C=CCN(c1ccccc1)S(=O)(=O)c1cccc(C(=O)NC2CCN(Cc3ccccc3)CC2)c1	-1	6	-66	7	-2	24	-1.8	-0.4	-12
CC(C)(C)OC(=O)N1CCC(CC2CC(c3ccncc3)=NO2)(C(=O)O)CC1 (stereo unspecified)	-2	15	5	-16	2	19	1.1	-0.3	7
COc1ccc(C(=O)NC2CCN(C(=S)Nc3ccccc3C)CC2)cc1	-3	2	-72	-2	1	11	2.3	-0.3	19*
O=C(Nc1ccccn1)C12CC3CC(C1)CC(C(=O)Nc1ccccn1)(C3)C2	-5	-6	-9	-4	-4	-6	-0.2	-0.4	11
Cc1ccc(Nc2c([N+](=O)[O-])c(=O)n(C)c3ccccc23)cc1	-5	-4	20	13	-2	10	1.5	0.0	6
CC1CCc2sc(C(=O)NCc3ccc(F)cc3)cc2C1 (stereo unspecified)	-4	8	-8	21	5	9	-0.6	-0.1	2
O=C(CCN1C(=O)c2ccccc2C1=O)Nc1nc2ccccc2s1	-5	2	12	3	-1	6	-0.3	-0.1	0
O=C(NCCCCNCCCNC(=O)c1ccccc1)c1ccccc1	0	-14	2	4	-3	-6	2.2	-1.1	-15
CCOC(=O)CNC(=O)CSc1nnc(SCC(=O)NCC(=O)OCC)s1	-5	1	-15	-7	3	-4	0.3	-0.8	-12
C[C@@]12C(=O)N(CC3CCCO3)CC(=O)N1[C@H]1c3cc(Cl)ccc3OC[C@@H]1[C@@H]2c1ccccc1 (stereo partly specified)	-1	-8	-8	15	-5	7	-0.5	-0.2	9
Cc1ccc(CNc2ncnc3c2cnn3C2CCCCO2)cc1 (stereo unspecified)	-7	-5	-3	-7	-1	3	0.5	-0.3	1
COc1ccc(NC(=O)C2CCCCN2S(=O)(=O)c2ccccc2)cc1S(=O)(=O)N1CCOCC1 (stereo unspecified)	2	1	4	-4	-2	10	0.6	-0.2	-11
O=C(Cn1c(C(F)(F)F)nc2ccccc21)N=Nc1c(O)[nH]c2ccc(Br)cc12	-2	1	0	13	-1	-3	-0.5	0.1	-4
O=C(CCC(=O)N1CCOc2ccccc21)NCc1ccccn1	-3	1	-18	-8	1	9	-0.1	-0.3	-5
CC(C)N(C(=O)[C@H]1C[C@H](CC(=O)NC(C)(C)C)C(=O)N2CCc3c([nH]c4cc(CCC(=O)N(C)C)ccc34)[C@]12C)C(C)C	-1	-4	9	-8	0	1	-0.5	0.5	8
CCOc1ccccc1C1CC(c2ccc(F)cc2)Nc2nc(N)nn21 (stereo unspecified)	-2	6	8	-5	4	16	0.8	-0.3	-3
CCCCCCN(CCCCCC)C(=O)Cc1c(-c2ccc(F)cc2)[nH]c2ccccc12	-6	-6	5	17	-21	-9	-0.4	-1.0	-12
Cc1ccc(CN2CCSc3ccc(C(=O)NCC4CCCO4)cc32)cc1 (stereo unspecified)	-2	2	18	7	-4	3	.	0.5	10
O=C(Nc1ccc2c(c1)OCO2)c1ccc(Cl)nc1	0	-8	-14	-6	4	8	0.7	-0.7	8
CCC(C)(C)n1nnnc1CN1CCC(O)(c2cccc(C(F)(F)F)c2)CC1	-1	-3	8	-2	2	-2	-0.8	-0.6	0
N#CCc1nn(-c2ccccc2)c2ncnc(N)c12	0	4	4	0	-3	8	0.0	0.2	-10
Cc1cc(/C=N/n2cnnc2)c(C)n1-c1ccc(OCc2ccc(Cl)cc2)cc1	-3	0	-16	-11	1	23	0.4	-0.2	-6
CC1=Nc2cc(C(=O)O)ccc2Sc2ccc(C)cc21	-1	-5	12	-2	-5	-10	-0.6	-0.4	-6
CCOc1ccc(S(=O)(=O)N2CCCCC2)cc1NC(=O)CN1C(=O)NC(CC)(c2ccccc2)C1=O (stereo unspecified)	-5	-7	18	23	0	2	-0.3	0.1	-5
COc1ccc(NC(=O)CSc2nnc(Cc3cccn3C)n2-c2ccc(OC)cc2)cc1	-3	-1	-1	2	5	2	1.9	-1.1	8
CN(C(=O)COC(=O)CNC(=O)c1sc2ccccc2c1Cl)C1CCS(=O)(=O)C1 (stereo unspecified)	-3	-17	-8	-6	3	-2	0.9	-0.4	1
COc1ccccc1-n1cnc2cc(C(=O)NCC3CCCO3)ccc21 (stereo unspecified)	-3	1	6	1	6	4	0.6	-1.2	-3
COc1ccc(N(C(=O)c2cccc([N+](=O)[O-])c2)S(=O)(=O)c2cccs2)cc1	-11	5	28	24	3	3	-0.2	-1.1	21
CCc1ccc(OCC2NCCc3cc(OC)c(OC)cc32)cc1 (stereo unspecified)	-2	-10	11	-2	-2	-5	0.2	0.3	1
Cc1ccc(S(=O)(=O)NCC(=O)N(CC(=O)NCC2CCCO2)Cc2ccccc2Cl)cc1 (stereo unspecified)	-3	2	-4	-1	-2	-19	0.7	0.0	-6
Cc1cccc(-n2c(SCC(=O)N3CC(=O)Nc4ccccc43)nc3ccccc3c2=O)c1C	-4	2	-20	48	-5	15	-0.2	-0.4	-4
O=C(CNC(=O)c1ccc(Br)o1)NCC1CCCO1 (stereo unspecified)	-2	-3	2	-7	3	5	1.9	-1.0	15
CCc1ccc(-c2csc3ncn(CC(=O)N4CCOCC4)c(=O)c23)cc1	-6	-4	2	-14	0	-7	0.2	-1.0	-7
Cn1c2ccccc2c(=O)c2c(=O)n(C3CCCCCC3)c(C3CCCCC3)nc21	-2	-8	9	8	-14	19	-1.4	-0.2	10
Cn1cc(Cl)c(C(=O)OCC(=O)c2ccccc2)n1	-1	6	-3	-2	3	1	-1.3	-0.4	9
